High-throughput results (PubChem)
Pf growth 48h – P. falciparum growth inhibition at 48 hours (one generation); P. falciparum luciferase growth in erythrocytes, 48 h; Potency, µM (titrated, usually from 28.7 µM), inactives show at the top dose activity change, negative = inhibition, hits mostly inhibitors; 310,000 tested, 5.9% active; further: potency means the concentration at half of the fitted maximal effect; on the % scale 0 is the no-effect control and ±100 the full control effect
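Luciferase-expressing parasites in RBCs, 2% Hct / 0.1% parasitemia final; RPMI 1640 + 0.5% Albumax; 37 C, 5% CO2, one generation; luminescence read-out, lower signal = inhibition.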
LmPK inh – inhibitors of Leishmania mexicana pyruvate kinase; Potency, µM (titrated, usually from 57.5 µM), for inactives: at the highest dose activity change, negative = inhibition, usual class: inhibitors; 290,000 tested, 0.37% active; Q27686; AID 1721; purified LmPK, Kinase-Glo ATP luminescence, 1 h; further: potency means the concentration at half of the fitted maximal effect; on the % scale 0 is the no-effect control and ±100 the full control effect
Target sequence (Q27686 whole entry, looked up): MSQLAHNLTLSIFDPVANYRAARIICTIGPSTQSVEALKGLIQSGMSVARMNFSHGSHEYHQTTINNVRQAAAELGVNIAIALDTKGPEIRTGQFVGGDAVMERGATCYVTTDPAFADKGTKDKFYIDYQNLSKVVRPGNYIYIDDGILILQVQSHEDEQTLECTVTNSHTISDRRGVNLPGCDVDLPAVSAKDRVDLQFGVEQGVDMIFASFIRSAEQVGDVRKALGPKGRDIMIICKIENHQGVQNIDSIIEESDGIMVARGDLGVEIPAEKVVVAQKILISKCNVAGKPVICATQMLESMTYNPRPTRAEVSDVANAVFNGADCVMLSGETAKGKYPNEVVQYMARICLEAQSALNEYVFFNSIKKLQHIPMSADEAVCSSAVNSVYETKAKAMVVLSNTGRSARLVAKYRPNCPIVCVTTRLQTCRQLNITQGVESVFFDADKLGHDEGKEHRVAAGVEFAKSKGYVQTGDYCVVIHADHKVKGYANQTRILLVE
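qHTS format; LmPK 0.1 nM; substrates PEP 0.5 mM and ADP 0.1 mM. One-hour room-temperature incubation, then coupled luciferase luminescence; 0.5 nM enzyme wells mark activation.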
CHX counter – counter-screen for Shiga toxin inhibitors: cycloheximide protein synthesis inhibition; cell reporter, cycloheximide protein synthesis inhibition counterscreen; max response, %; 300,000 tested, 12% active; in the data active means max response mostly above about 13%, no sharp cut-off; inactive means mostly below about 14%; further: read at 38.3 µM for the half of the compounds with a filed dose; 0% is about no effect
Pf growth 96h – inhibits malaria parasite growth, 96 h | P. falciparum luciferase reporter growth, 96 h | Potency, µM (series often up to 28.7 µM), without a hit: at the highest dose activity change, negative = inhibition, usual class: inhibitors | 320,000 tested, 6.9% active; further: potency means the concentration at half of the fitted maximal effect; on the % scale 0 is the no-effect control and ±100 the full control effect
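Compounds incubated with erythrocytes infected by luciferase-expressing P. falciparum (2% hematocrit, 0.05% parasitemia final) for 96 hours, 37 C in 5% CO2. Growth inhibition scored as decreased luciferase luminescence.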
AmpC inh no detg – inhibitors of E. coli AmpC beta-lactamase without detergent. 330,000 tested, 0.52% active. Potency, µM (series often up to 57.1 µM), for inactives: at the top dose activity change, negative = inhibition, actives largely listed as inhibitors. AmpC nitrocefin hydrolysis, absorbance 480 nm, 0.0001% Triton;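 further: potency means the concentration at half of the fitted maximal effect; plate controls were no compound for no effect and no enzyme for full effect; nearly all actives have a fitted effect of over 20% in size; some results filed as inactive show a strong effect at the top dose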
Target sequence (P00811 whole entry, looked up): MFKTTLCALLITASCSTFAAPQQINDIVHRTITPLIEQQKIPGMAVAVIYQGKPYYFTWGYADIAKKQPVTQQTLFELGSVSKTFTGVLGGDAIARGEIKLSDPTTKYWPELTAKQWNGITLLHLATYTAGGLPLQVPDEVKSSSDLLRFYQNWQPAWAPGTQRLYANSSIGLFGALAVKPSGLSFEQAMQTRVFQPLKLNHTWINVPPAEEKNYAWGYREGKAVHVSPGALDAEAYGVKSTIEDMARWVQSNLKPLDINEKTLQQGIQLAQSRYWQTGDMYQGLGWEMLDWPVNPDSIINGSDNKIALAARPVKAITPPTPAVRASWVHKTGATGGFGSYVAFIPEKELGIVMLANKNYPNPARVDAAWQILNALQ
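20 mM phosphate pH 7.0 + 0.01% (detergent screen) or 0.0001% Triton X-100; 5.3 nM AmpC reagent; cpd preinc 15 min RT; nitrocefin (800 uM stock) to start; A480 q20 s × 4 min; Activity was normalised to no-enzyme and no-compound control wells.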
TbPYK inhibitor – T. brucei pyruvate kinase inhibition. 410,000 tested, 0.12% active. AID 624173. TbPYK enzyme, Kinase-Glo Plus ATP luminescence, 45 min. Q57TT1. Potency, µM (titrated, usually from 76.8 µM), for inactives: top-dose activity, negative = inhibition, usual class: inhibitors; further: potency means the concentration at half of the fitted maximal effect; on the % scale 0 is the no-effect control and ±100 the full control effect; nearly all actives have a fitted effect of over 50% in size
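Readout: single end-point luminescence (Kinase-Glo Plus, 10 min). Reaction conditions were TbPYK/substrate plus 130 uM ADP, 45 min at RT, pH 7.2 TEA buffer. No-enzyme wells served as controls, and data were normalized before concentration-response fitting.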
Shiga inhibitor – Shiga toxin inhibition | Vero cells, Shiga toxin protein synthesis inhibition reporter | inhibition, % at 38.7 µM | 290,000 tested, 9.2% active | AID 2315; in the data active means inhibition mostly above about 28%, no sharp cut-off; inactive means mostly below about 43%; further: 0% is about no effect
* hit, by the source's call; i = inactive; ? = inconclusive; nt = not tested or not shown; & = joins results of further samples; [ ] = dose if it differs, or a comment. Unless noted, the call rests on the fitted dose curve; in most records, active means well fitted curve in the direction sought with a large enough effect; inconclusive means small, poorly fitted or top-dose-only effect, or another doubt; inactive means no such curve, though single readings can be large; an effect the other way counts as inactive or inconclusive. The order is random; overall some 22% were active at least once.

SMILES	Pf growth 48h	LmPK inh	CHX counter	Pf growth 96h	AmpC inh no detg	TbPYK inhibitor	Shiga inhibitor
O=C(NCCOc1ccc(F)cc1)C1CCC(=O)N(CCCN2CCOCC2)C1 (stereo not drawn)	3%	-6%	-2	8%	-1%	5%	-9
c1ccc2c(CSCCc3ccncc3)cccc2c1	?	6%	15	-27%	-9%	3%	27
CC1=Nn2c(nnc2C2CCCCC2)SC1	?	0%	12	-1%	11%	-15%	-11
O=C(NC(=S)Nc1ccccc1)c1cc([N+](=O)[O-])ccc1N1CCOCC1	21%	-1%	2	13%[5.75 µM]	-8%	-7%	-5
CCOc1cc(NC(=S)NCCCN2CCOCC2)c(OCC)cc1NC(=O)C1CC1	49%[activator]	-4%	-4	?	-18%	-12%	-5
O=C(COc1ccc(Cl)cc1)NCc1n[nH]c(=O)c2ccccc12	0%	nt	nt	-23%	-8%	-1%	nt
COc1ccc(CNC(=O)C(NC(C)=O)C(=O)Nc2ccc(C(C)C)cc2)cc1 (stereo not drawn)	?	5%	-2	25%	48%	-2%	27
CCOc1ccc(C(C)NC(=O)c2cccnc2OCC)cc1OCC (stereo not drawn)	?	2%	11	?	-7%[11.4 µM]	-7%	38
CC(C)(C)CN1CCNC[C@H]1Cc1cccc2ccccc12	?	nt	nt	9.3µM*	0%	-3%	nt
Cc1cccc(NC(=S)NCCc2ccccc2)c1C	?	0%	7	?	-27%	0%	10
Cc1ccc2nc(NC(=O)C3CCN(S(=O)(=O)c4cnc[nH]4)CC3)sc2c1	60%[activator]	4%	-2	12µM*	-34%	5%	6
Cc1ccc(CNC(=O)CCN2C(=O)[C@@H]3Cc4ccccc4CN3C2=O)cc1	?	4%	5	-25%	23%	4%	8
CC(NC(=O)c1ccc([N+](=O)[O-])cc1Cl)C1CC2CCC1C2 (stereo not drawn)	-26%	-6%	14*	?	-19%	2%	43
CC(=O)c1cc(CN2CCC(C(=O)Nc3cccc(-c4cscn4)c3)CC2)cs1	12%	-5%	1	-23%	-4%	4%	12
O=C(CN(c1ccc(F)cc1)S(=O)(=O)c1ccccc1)NCc1ccco1	-26%	0%	-4	27%	-10%	-5%	24
CCOc1ccc(NC(=S)N(CCc2c(C)[nH]c3ccccc23)Cc2ccco2)cc1	?	-2%	-2	?	-50%	1%	-15
COc1ccc(-c2nnc(-c3cc4c(ccc5ccccc54)oc3=O)o2)cc1	76%[activator]	-2%	1	4%	-47%	-14%	-6
CCCCN1C2=C(C(=O)CC(C)(C)C2)C(c2ccccc2)C2=C1c1ccccc1C2=O (stereo not drawn)	nt	1%	1	-9%	-9%	-7%	16
CCN1C(=O)/C(=C2\SC(=S)N(CCCOC)C2=O)c2ccccc21	?	-12%	-2	10µM*	-19%	-4%	-12
NS(=O)(=O)c1ccc2c(c1)C1C=CCC1C(C1CC=CCC1)N2 (stereo not drawn)	-16%	-5%	-2	?	-47%	-13%	-5
COc1cc(C(=O)Nc2nc3ccccc3s2)ccc1OCc1c(C)noc1C	12µM*	3%	18*	?	-8%	0%	12
Cc1ccc(NCc2nnc(SCCN3CCCCC3)n2CC2CCCO2)c(C)c1 (stereo not drawn)	-19%	6%	10	-10%	39%	-4%	-5
Cc1ccc(NC(=S)Nn2cnnc2)cc1	11%	1%	0	7%	-8%	-18%	2
CN(CC(=O)Nc1ccc(Cl)c(C(F)(F)F)c1)C(=O)c1cc(=O)[nH]c2ccccc12	?	nt	nt	?	101%[activator]	1%	nt
CCOc1ccc(NC(=O)CCNS(=O)(=O)c2ccc3c(c2)c(=O)n(C)c(=O)n3C)cc1	-10%	-6%	-3	4%	-10%	0%	-14

4 entries out of the list, sorted by SMILES length, high to low:
SMILES	Pf growth 48h	LmPK inh	CHX counter	Pf growth 96h	AmpC inh no detg	TbPYK inhibitor	Shiga inhibitor
CCOc1ccc(NC(=O)CCNS(=O)(=O)c2ccc3c(c2)c(=O)n(C)c(=O)n3C)cc1	-10%	-6%	-3	4%	-10%	0%	-14
COc1ccc(CNC(=O)C(NC(C)=O)C(=O)Nc2ccc(C(C)C)cc2)cc1 (stereo not drawn)	?	5%	-2	25%	48%	-2%	27
CCOc1cc(NC(=S)NCCCN2CCOCC2)c(OCC)cc1NC(=O)C1CC1	49%[activator]	-4%	-4	?	-18%	-12%	-5
COc1cc(C(=O)Nc2nc3ccccc3s2)ccc1OCc1c(C)noc1C	12µM*	3%	18*	?	-8%	0%	12

(listing goes on)
SMILES	Pf growth 48h	LmPK inh	CHX counter	Pf growth 96h	AmpC inh no detg	TbPYK inhibitor	Shiga inhibitor
COc1ccc(NC(=O)c2cccs2)cn1	18%	-9%	26*	102%[activator]	-20%	0%	61*
O=C(NCCCN1CCCC1=O)c1cccc(NS(=O)(=O)c2ccc(Br)cc2)c1	?	nt	nt	0%	-22%	1%	nt
C#CCNC(=O)/C=C/c1ccc(OC)cc1	131%[activator]	-29%	40*	124%[activator]	-9%	-1%	59*
Cn1c(=O)c2c(ncn2CCN(CCO)Cc2ccccc2)n(C)c1=O	7%	4%	6	7.4µM*	0%	4%	-29
CC(=O)c1ccc(N2CCN(CC(O)COCc3ccco3)CC2)cc1 (stereo not drawn)	-38%[5.75 µM]	1%	10	7%	-5%[2.29 µM]	2%	-7
COc1cc(NC(=O)CSc2nnnn2Cc2ccccc2)cc(OC)c1	11%	-5%	1	-8%	-14%	-12%	-9
CCOc1ccccc1OCCC(=O)OCC(=O)Nc1c(C)nn(-c2ccccc2)c1C	1%	nt	nt	-2%	56%	-2%	nt
C/C(N)=C(/C#N)C(=O)CSc1nnc(-c2ccc3c(c2)OCO3)o1	195%[activator]	0%	44*	nt	-18%	-10%	99*
Cc1cnc(NC(=O)COc2ccc3c(c2)CCC3)s1	241%[activator]	-2%	60*	?	-22%	-7%	61*
O=C(Cn1cnc2c(nnn2Cc2ccc(F)cc2)c1=O)NCc1ccc(F)cc1	1%	1%	-6	34%[1.15 µM]	-7%	-1%	-7
CC(OC(=O)Cc1c[nH]c2ccccc12)C(=O)Nc1ccccc1[N+](=O)[O-] (stereo not drawn)	28%	nt	nt	12%	-27%	0%	nt
O=C1CCCC2=C1C1O[C@](c3ccsc3)(Cc3c1ccc1ccccc31)O2	?	1%[11.5 µM]	15*	?	-48%[11.4 µM]	nt	i
Cc1cc2ccccn2c1C(=O)c1ccc(N/N=C/c2ccc(C(=O)O)cc2)c([N+](=O)[O-])c1	-12%	0%	7	2%	-27%	-2%	17
O=S1(=O)CC(NCc2ccccc2)C(Nc2ccc(Cl)cc2)C1 (stereo not drawn)	42%[activator]	2%	15	?	-1%	3%	-5
Cc1ccc(S(=O)(=O)N2CCOCC2)cc1NC(=O)COC(=O)CNC(=O)c1ccc(C(C)(C)C)cc1	-5%	-1%	13	-22%	178%[activator]	1%	-14
COC(=O)c1[nH]c2ccccc2c1NC(=O)CN1CCN(c2cccc(Cl)c2)CC1	3.3µM*	7%	12	4%	2%	2%	-5
O=C1c2ccccc2C(=O)N1CCCCSc1nnnn1-c1ccccc1	0%	3%	10	?	-28%	0%	-19
O=[N+]([O-])c1ccc(NCCc2ccccc2)c(Br)c1	nt	-3%	11	4%	-19%	6%	35
O=C(CN1CCN(Cc2ccccc2)CC1)N/N=C/c1ccco1	?	2%	1	-30%	-17%	1%	3
Clc1ccc(-c2nnc(COc3ncnc4ccccc34)o2)cc1	244%[activator]	1%	34*	43%[activator]	-4%	4%	55*
Cc1ccccc1OCC(=O)N(Cc1ccc(N(C)C)cc1)C1CCS(=O)(=O)C1 (stereo not drawn)	-5%	2%	-3	?	62%[activator]	-6%	-5
COC(=O)c1cc(S(=O)(=O)N2c3ccccc3CC2C)cn1C (stereo not drawn)	-7%	-2%	-2	20%	6%	-17%	-6
CCCCC(CC)CNC(=O)C1C2C=CC(C2)C1C(=O)O (stereo not drawn)	-2%	6%	-3	nt	-5%	1%	3
O=C(c1ccc2c(c1)OCO2)N(c1ccc(F)cc1)C1C=CS(=O)(=O)C1 (stereo not drawn)	?	4%	6	0%	-14%	-1%	8
CCCCN(C(=O)CC1CCCC1)c1c(N)n(CC(C)C)c(=O)[nH]c1=O	9%	nt	nt	60%[activator]	-17%	-13%	nt

Remaining list, next part
SMILES	Pf growth 48h	LmPK inh	CHX counter	Pf growth 96h	AmpC inh no detg	TbPYK inhibitor	Shiga inhibitor
COCCOC(=O)c1c(N)n(CCCN2CCOCC2)c2nc3ccccc3nc12	?	2%	2	0%	10%	-5%	10
COc1cc(/C=C2\CCn3c2nc2cc(C(=O)O)ccc2c3=O)ccc1OC(F)F	nt	1%	-2	-27%	44%	5%	1
C=CCC(=O)N1CCCC(CO)(Cc2ccc(F)cc2F)C1 (stereo not drawn)	?	-3%	-2	-17%	15%	-5%	nt
O=C(c1ccc(-c2ccccc2Cl)o1)N1CCN(c2ccccc2O)CC1	?	nt	nt	?	-14%	-1%	nt
COC(=O)C1CCN(C(=O)CN2C(=O)c3ccccc3S2(=O)=O)CC1	88%[activator]	nt	nt	126%[activator]	-13%	-8%	nt
O=C(Nc1nc2ccccc2[nH]1)C1CC(=O)N(c2ccc3c(c2)OCCO3)C1 (stereo not drawn)	6%	5%	28*	8.3µM*	-17%	-2%	42
Cc1ccnc2nc(C(=O)N3CCN(c4ccc(F)cc4)CC3)nn12	nt	5%	-5	-21%	1%	-8%	-6
Cc1nc2ccc(C(=O)O)cc2c2c1CC(CN)O2 (stereo not drawn)	3%	-6%	-3	?	-13%	-1%	-4
CCN1/C(=C2/OC(=S)N(C)C2=O)Sc2ccccc21	87%[activator]	5%	-4	100%[activator]	-25%	3%	3
Cc1cc2nc(-c3ccc(=O)[nH]c3)n(Cc3ccccc3)c2cc1C	?	3%	5	?	53%	7%	25
CN(C)c1ccc(C(=S)N2CCOCC2)cc1Br	6%	5%	0	nt	-6%	-8%	2
Cc1ccc(C)c(N2CCN(C(=O)CCS(=O)(=O)c3ccc4c(c3)oc(=O)n4C)CC2)c1	?	6%	19	?	183%[activator]	1%&-2%	-3
Cc1cc(C)cc(NS(=O)(=O)c2ccc(NC(=O)C3CCCCC3C(=O)O)cc2)c1 (stereo not drawn)	2%	-3%	12	27%	-21%	1%	-7
Cc1ccc(N(C)S(=O)(=O)c2ccc(-c3cc(C)no3)s2)cc1	0%	12%	-6	?	-16%	-3%	-5
CSc1c(-c2ccccc2)nc2ccc(Cl)cc2c1C(=O)O	79%[activator]	3%	-4	35%[activator]	-17%	-3%	-11
Cc1ccc(S(=O)(=O)c2nc(C)c3c(n2)CCC3)cc1	-17%	-3%	-2	3%	-13%	-8%	16
Cc1ccc(Cl)cc1NC(=O)C1COc2ccccc2O1 (stereo not drawn)	-5%	0%	11	-11%	-29%	-1%	26
C#CCOc1c(Cl)cc(/C=C2/C(=O)ON=C2C)cc1OC	18%	1%	-4	-25%	-39%	-3%	12
Cn1cnc(S(=O)(=O)N2CCN(c3ccc(F)cc3)CC2)c1	70%[activator]	5%	1	61%[activator]	19%	-1%	5
COc1ccc(NC(=O)CN2CCN(CC(=O)Nc3ccccc3F)CC2)cc1OC	-22%	-1%	-2	91%[activator]	19%	-8%&-4%	-2
